Screening results deposited in PubChem BioAssay by several laboratories.
phage Ecoli inh: growth loss of phage-infected E. coli, primary screen, RecBCD inhibitor project, absorbance, with phage, HTS; inhibition, % at 11.9 µM; 0.26% of 360,000 active; AID 651602, 2012; in the data active means inhibition above about 11%
HTR5A ag ctr: HTR5A agonists in luminescence cell assay, primary screen, counter-screen for OPRM1-OPRD1 heterodimer agonist project, full-deck HTS; cell-based; activation, % at 9.3 µM; AID 504692, 2011; 0.61% of 340,000 active; 5-hydroxytryptamine receptor 5A (Homo sapiens), P47898; in the data active means activation mostly above about 9.5%, no sharp cut-off; inactive means mostly below about 7.6%;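 further: 0% = cells with vehicle only and 100% = reference agonist; strong numbers were not always called active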
Ecoli viability: E. coli V3065 growth inhibition, primary screen, counter-screen for AddAB inhibitor project, absorbance, OD600; 0.27% of 330,000 active; inhibition, % at 11.9 µM; 18 h;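 active means inhibition above the campaign's mean inhibition across all tested compounds plus 3 SD, cut at about 9.9% in these data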;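 further: uninfected addAB+ strain grown without phage in ampicillin broth; 0% = DMSO wells and 100% = ciprofloxacin 0.95 µg/ml wells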
HTR5A inv ctr: HTR5A inverse agonists in luminescence cell assay, primary screen, counter-screen for OPRM1-OPRD1 heterodimer inverse agonist project, full-deck HTS | 5-hydroxytryptamine receptor 5A (Homo sapiens), P47898 | HTR5A cell line, inverse agonism | inhibition, % at 9.3 µM | 0.083% of 340,000 active; in the data active means inhibition mostly above about 23%, no sharp cut-off; inactive means mostly below about 18%;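 further: 0% = cells with DMSO and 100% = no-cell wells with DMSO; some compounds called inactive have numbers as strong as hits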
PfHsp90 yeast 2: growth inhibition of PfHsp90-expressing yeast, primary screen, antimalarial PfHsp90 inhibitor project, S. cerevisiae, BacTiter-Glo luminescence, single point, set 2; BacTiter-Glo ATP, 48 h; yeast lacking PDR1 and PDR3 efflux regulators; inhibition, % at 9.4 µM; 0.32% of 310,000 active; AID 504621, 2011;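 active means every replicate shows inhibition above about 80%, whatever the replicate mean, limit read from the data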;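 further: 0% = DMSO neutral controls and 100% = 20 µM radicicol positive controls; yeast relying on Plasmodium falciparum Hsp90 in place of its own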
DSG3 Ab inh: inhibitors of pemphigus antibody binding to DSG3, primary screen, biochemical, bead-based, flow cytometry, scFv-GFP; binding (percent of control), % at 10 µM; DSG3-coupled beads, scFv-anti-DSG3-GFP binding; stronger effect = lower value; Desmoglein-3 (Homo sapiens), P32926; 0.48% of 310,000 active;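 active means binding more than 3 SD below its plate's average and above zero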;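 further: hits lower antibody fragment binding to DSG3; some compounds called inactive have numbers as strong as hits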
Mot1-301 SUMO: yeast Mot1-301 growth rescue at high temperature, primary screen, SUMOylation pathway inhibitor project, S. cerevisiae, ATP luminescence, 38.5C. AID 2716, 2010. S. cerevisiae Mot1-301 growth rescue; percent above DMSO median, 100 means doubled. 1% of 320,000 active. growth rescue, % at 18.8 µM;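 active means every valid replicate shows activation above 250% relative to neutral control wells; inactive means the rest, any valid replicate at or below 250%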;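 further: OY570 slx delta 5 strain wells were the positive control but not used for scaling; some compounds called inactive have numbers as strong as hits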
PKA-R1A activ: activators of PKA-R1A holoenzyme, primary screen, biochemical, fluorescence polarization, Cy5-IP20, bovine R1A, mouse PKAc. cAMP-dependent protein kinase type I-alpha regulatory subunit (Bos taurus) + …. PKA-R1A dissociation; scaled: DMSO 0%, 113 µM cGMP 100%. activation, % at 11.4 µM. 0.083% of 340,000 active. AID 504707, 2011;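 active means percent activation above the mean of all tested compounds plus 3 SD, cut at about 19% in these data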;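 further: higher means more PKAc released from R1A so a rise in polarization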
OPRM1-OPRD1 inv: inverse agonists of MOR-DOR heterodimerization, primary screen, cell-based, luminescence; Mu-type opioid receptor (Homo sapiens) + Delta-type opioid receptor (Homo sapiens), …; cell-based MOR-DOR heterodimer luminescence, inverse agonism; inhibition, % at 9.3 µM; 0.21% of 340,000 active; in the data active means inhibition above about 22%, passing the limit was not always enough;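 further: 0% = cells with DMSO and 100% = wells without cells with DMSO; values of inactives mirror those of a sister screen read the other way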
Target sequence (P35372 whole entry, looked up): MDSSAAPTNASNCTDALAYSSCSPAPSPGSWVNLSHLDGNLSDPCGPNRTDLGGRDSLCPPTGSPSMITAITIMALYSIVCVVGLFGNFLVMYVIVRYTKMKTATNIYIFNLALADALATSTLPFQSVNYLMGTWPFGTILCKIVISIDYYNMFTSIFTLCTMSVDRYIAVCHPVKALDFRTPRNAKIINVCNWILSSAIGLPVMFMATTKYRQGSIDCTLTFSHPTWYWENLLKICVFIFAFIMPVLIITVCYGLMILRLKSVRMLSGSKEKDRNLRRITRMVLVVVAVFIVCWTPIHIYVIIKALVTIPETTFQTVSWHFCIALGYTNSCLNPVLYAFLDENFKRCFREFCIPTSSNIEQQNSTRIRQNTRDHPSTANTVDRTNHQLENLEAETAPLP
Target sequence (P41143 whole entry, looked up): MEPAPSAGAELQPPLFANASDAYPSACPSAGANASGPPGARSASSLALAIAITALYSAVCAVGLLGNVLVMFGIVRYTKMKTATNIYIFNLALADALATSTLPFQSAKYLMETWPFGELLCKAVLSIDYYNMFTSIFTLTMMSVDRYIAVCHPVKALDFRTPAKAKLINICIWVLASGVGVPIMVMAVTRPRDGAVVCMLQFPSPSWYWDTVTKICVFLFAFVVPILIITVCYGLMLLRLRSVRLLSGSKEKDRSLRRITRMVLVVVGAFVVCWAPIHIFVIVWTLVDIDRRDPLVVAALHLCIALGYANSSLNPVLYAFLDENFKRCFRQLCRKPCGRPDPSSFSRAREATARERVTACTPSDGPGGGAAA
OPRM1-OPRD1 ag: agonists of OPRM1-OPRD1 heterodimerization, primary screen, cell-based, luminescence; activation, % at 9.3 µM; Mu-type opioid receptor (Homo sapiens) + Delta-type opioid receptor (Homo sapiens), …; cells; 0.3% of 340,000 active; in the data active means activation above about 18%;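 further: 0% = vehicle-treated cells and 100% = reference agonist; values of inactives mirror those of a sister screen read the other way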
AddAB inh: growth inhibition of E. coli expressing H. pylori AddAB, primary screen, AddAB inhibitor project, absorbance | inhibition, % at 11.9 µM | 0.29% of 330,000 active | AID 435030, 2010; in the data active means inhibition above about 12%;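 further: 0% = vehicle wells of infected cells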
* = called active by the depositor; . = not tested or not shown.

SMILES	phage Ecoli inh	HTR5A ag ctr	Ecoli viability	HTR5A inv ctr	PfHsp90 yeast 2	DSG3 Ab inh	Mot1-301 SUMO	PKA-R1A activ	OPRM1-OPRD1 inv	OPRM1-OPRD1 ag	AddAB inh
CCOC(=O)c1ccc(/C=N/O)[n+](Cc2ccccc2)c1	1.5	5	1.2	-17	16	115	-8	4	11	-2.3	2.4
CNC(=O)CSc1nnc(-c2cnccn2)n1C	4.6	1	1.0	-21	14	105	7	6	14	-2.8	-0.2
Cc1ccc(-n2c(SCCN)nnc2-c2cccc(C)c2)cc1	2.7	-6	-0.3	22	-8	91	139	-2	27	-5.2	-1.0
Oc1ccc(N=Nc2ccccc2-c2nn[nH]n2)c(O)c1	7.4	-6	15*	20	12	.	-22	-3	17	-3.6	14*
Cn1c(=NC(=O)c2ccc(S(=O)(=O)N3CCCc4ccccc43)cc2)sc2cc(S(C)(=O)=O)ccc21	2.0	-1	-0.6	-23	-1	113	-19	4	20	-3.7	-0.8
CC(C)(C)CC(=O)Nc1nnc(SCC(=O)NCc2cccs2)s1	5.3	-5	-2.3	11	10	100	9	-5	4	-0.8	2.0
Cc1cc(C)nc(NC2=NCC(=O)N2c2ccccc2Br)n1	2.2	-4	0.3	10	-19	100	-10	-9	10	-2.0	1.2
CCOc1ccccc1CN1C(=O)c2ccccc2C1C(=O)NC(C)CC (stereo unspecified)	1.5	2	-2.7	18	.	102	-4	-11	4	-0.7	2.7
O=C(O)c1ccccc1-c1ccccc1C(=O)Nc1nc2ccccc2s1	3.8	4	1.0	-5	-36	100	-6	-5	3	-0.6	1.4
Cc1ccc(NCSc2ccc(Cl)cc2)cc1	3.0	-2	.	9	-22	95	.	-1	-28	5.6	.
CCN1CCN(c2ccc(S(=O)(=O)N3CCCCC3)cc2NC(=O)c2cc3ccccc3o2)CC1	3.7	-4	-1.0	-2	.	102	-10	-14	14	-2.6	-1.9
CNS(=O)(=O)c1cc(NC(=O)c2cncn2-c2ccccc2)ccc1C	0.1	3	0.1	-10	9	112	-15	-6	-9	1.1	1.2
CCCc1cc(=O)[nH]c(SCC(=O)N(C)CC(=O)Nc2ccc(C)cc2)n1	0.1	7	-0.8	-26	18	100	17	-10	-2	0.3	0.2
c1cc2nc(C34CC5CC(CC(C5)C3)C4)[nH]c2cn1	0.9	0	-1.8	0	-7	106	.	-11	13	-1.9	0.9
COc1cccc(C2C(C#N)=C(N)Oc3cc(C)n(Cc4ccco4)c(=O)c32)c1 (stereo unspecified)	1.7	6	0.1	-20	26	103	6	-4	7	-1.4	0.8
Cc1ccc(CNC(=O)C2CCN(S(=O)(=O)c3c(C)noc3/C=C/c3ccco3)CC2)cc1	0.1	0	5.0	-14	-21	103	32	4	10	-1.6	0.8
Cn1c(SCC(=O)Nc2ccc3cn[nH]c3c2)nnc1-c1cccs1	-1.2	2	1.8	-6	-2	100	.	3	-10	1.8	1.7
Cc1cnc(C(=O)OCC(=O)Nc2cc(Cl)ccc2C#N)cn1	1.9	-2	0.9	9	.	93	-10	8	9	-1.8	0.8
FC(F)Oc1ccc(-c2csc(NNC3=NCCCCC3)n2)cc1	0.6	-3	-3.1	28	16	96	-8	9	-13	2.5	-1.0
COc1cc(OC)cc(C(=O)N2CC(=O)Nc3ccccc32)c1	1.1	2	2.6	-13	6	104	5	4	14	-2.9	3.5
N/C(COc1cccc(Cl)c1)=N\O	-0.1	3	0.8	13	10	101	-4	-2	-4	0.9	2.6
Fc1ccc(CSc2nnc(-c3ccco3)o2)cc1	5.8	-2	-2.5	-44	-19	111	69	-3	8	-1.6	-1.8
CCC(C(=O)Nc1ccc(C(=O)O)cc1NC(=O)C(CC)c1ccccc1)c1ccccc1 (stereo unspecified)	0.3	-1	-3.0	-20	2	112	-2	-9	12	-2.1	-2.3
CCOc1cccc(-c2c(C(=O)N/N=C/c3c(F)cccc3Cl)nnn2-c2nonc2N)c1	2.0	1	0.7	-3	-1	.	-30	-6	-6	1.2	1.9
O=C(CNC(=O)Cc1ccccc1)NCC(=O)OCC(=O)c1cccc2ccccc12	1.9	0	1.4	0	-7	99	4	17	13	-2.9	0.1
CCOC(=O)c1ccc(-c2ccc(C(=O)Nc3cccnc3)o2)cc1	2.5	2	0.6	-3	-13	103	-20	-11	-3	0.8	1.7
Brc1ccc(-c2noc(CCc3ccccc3)n2)o1	2.9	-1	-0.7	3	15	104	1	2	-13	2.5	3.5
O=C1C(Cl)=C(NCCCO)C(=O)c2ccccc21	1.9	4	-5.0	-7	-3	.	34	-9	-25	6.1	1.3
CCOC(=O)C1=C(C)NC(=S)NC1c1ccco1 (stereo unspecified)	0.3	-2	0.2	-21	5	96	-5	-3	19	-3.7	2.8
Cc1ccc(-c2nc(CS(=O)(=O)CC(=O)NCc3cccc(F)c3)c(C)o2)cc1	-0.2	-1	-2.7	2	-10	97	49	-1	-11	1.9	-0.8
CCOc1ccc(CCNS(=O)(=O)c2ccc3c(c2)N(C(C)=O)CCO3)cc1OCC	-0.2	-3	-2.6	10	18	88	-3	-10	16	-3.2	1.0
CC(=O)Oc1ccc(/C=C(\NC(=O)c2cccc(Br)c2)C(=O)Nc2ccc(C(=O)O)cc2)cc1	1.6	5	-0.8	26	-5	101	21	-5	13	-2.5	1.8
COc1ccc(OC)c(N2C(=O)c3cccnc3C2=O)c1	1.5	-2	-1.0	6	-16	100	-6	-1	-4	0.9	1.6
NS(=O)(=O)c1ccc(NC(=S)Nc2ccc(C(=O)N3CCCCC3)cc2)cc1	2.1	-1	1.6	0	30	101	-6	-4	16	-3.3	0.6
COc1ccc(-c2cc(C(=O)NCCCN3CCOCC3)on2)cc1OC	1.9	1	1.7	21	-1	100	-8	-9	4	-0.8	0.9
COCCNC(=O)c1ccc2c(c1)NC(=O)CS2	3.5	-6	-0.1	-31	9	104	15	5	16	-2.9	0.8
O=C(CSc1ccccc1)Nc1nccs1	3.9	-1	-0.5	3	-10	109	-5	-1	-11	1.5	2.8
c1ccc(-c2nnsc2-c2ncc[nH]2)cc1	2.8	4	-1.0	12	5	.	-14	4	12	-2.7	-1.9
CCOC(=O)c1ccc(N2CCN(C(C)=O)CC2)c(NC(=O)c2cccnc2)c1	1.7	11	-0.3	-6	0	.	-23	0	-1	0.2	-0.2
Cc1onc(-c2ccccc2)c1C(=O)Nc1ccccc1NC(=O)c1c(-c2ccccc2)noc1C	3.1	6	2.3	-15	-15	110	-3	12	5	-0.9	-0.1

Two neighbouring records out of the list so far:
SMILES	phage Ecoli inh	HTR5A ag ctr	Ecoli viability	HTR5A inv ctr	PfHsp90 yeast 2	DSG3 Ab inh	Mot1-301 SUMO	PKA-R1A activ	OPRM1-OPRD1 inv	OPRM1-OPRD1 ag	AddAB inh
N/C(COc1cccc(Cl)c1)=N\O	-0.1	3	0.8	13	10	101	-4	-2	-4	0.9	2.6
Fc1ccc(CSc2nnc(-c3ccco3)o2)cc1	5.8	-2	-2.5	-44	-19	111	69	-3	8	-1.6	-1.8

(listing goes on)
SMILES	phage Ecoli inh	HTR5A ag ctr	Ecoli viability	HTR5A inv ctr	PfHsp90 yeast 2	DSG3 Ab inh	Mot1-301 SUMO	PKA-R1A activ	OPRM1-OPRD1 inv	OPRM1-OPRD1 ag	AddAB inh
Cc1oc(-c2ccccc2F)nc1CS(=O)(=O)CC(=O)NC1CCCC1	3.3	2	-0.4	-5	16	86	-22	10	15	-2.8	-1.1
CN(C)/C=N/c1c(C#N)cnn1C	5.9	-1	-0.5	4	-8	104	-11	-4	12	-2.3	0.4
O=C(O)CNC(=S)N(Cc1cccs1)C1CCCCC1	1.6	2	-1.0	-5	-2	97	-8	2	6	-1.3	2.9
O=C(N/N=C/c1ccccc1OC(F)F)C1=COCCO1	2.5	2	1.7	-5	-18	98	14	-4	9	-1.6	3.4
CC1(C)c2ccccc2N2CC(=O)NC21/C=C/c1ccco1 (stereo unspecified)	0.2	0	-0.8	-21	-2	105	-8	-5	2	-0.4	0.5
O=c1cc(CN2CCN(c3ccccn3)CC2)nc2sccn12	2.9	6	0.4	4	-3	102	-15	-5	9	-1.3	2.4
COc1cccc(C2c3c(-c4cc(Cl)c(C)cc4O)n[nH]c3C(=O)N2Cc2cccnc2)c1 (stereo unspecified)	5.5	2	1.3	-6	-54	110	4	-5	-2	0.4	1.6
CSc1ccc(/C=N/n2c(C3CCCCC3)n[nH]c2=S)cc1	1.0	-3	-2.6	12	5	101	-1	6	-18	3.8	4.2
COc1ccccc1P(=O)(Cc1ccccc1[N+](=O)[O-])c1ccccc1 (stereo unspecified)	1.4	-1	-0.8	5	2	99	-16	-10	23	-4.5	0.9
COCCCNC(=O)c1cc(-c2cccnc2)nc2ccccc12	1.0	5	0.9	-21	7	96	-6	-1	5	-1.0	-0.2
S=C(NCc1ccccc1)NCc1ccco1	1.3	2	.	-7	-7	119	-8	-11	7	-1.2	.
O=C1CC(N(O)C2CC(=O)N(Cc3ccccc3)C2=O)C(=O)N1Cc1ccccc1 (stereo unspecified)	2.2	4	0.5	17	-2	.	-24	-8	11	-1.8	0.1
S=C1NC2=C(CCCC2=C2SCCS2)C(c2ccccc2)N1 (stereo unspecified)	3.2	0	-5.0	-1	-38	103	-23	-1	-2	0.3	1.6
Cc1nc(Nc2ccccc2)sc1C(=O)c1ccccc1	1.0	.	-2.8	.	17	80*	12	.	.	.	0.1
Cc1cc(NC(=O)CCl)n(-c2nc3ccccc3s2)n1	1.4	2	-0.2	4	11	103	-11	0	11	-1.5	2.0
CCCCn1c(N)c(N(CC(C)C)C(=O)c2cc3c(s2)CCC3)c(=O)[nH]c1=O	.	-1	0.6	6	21	94	2	-5	14	-2.6	-2.6
COc1cccc(/C=N/NC(=O)c2cnccn2)c1O	-2.5	0	0.9	0	-20	99	13	-1	3	-0.6	-1.7
CCOc1ccc(NC(=O)C(C)NC(=O)c2ccccc2Cl)cc1S(=O)(=O)N1CCCC1 (stereo unspecified)	1.2	-1	0.7	4	7	.	7	-8	2	-0.5	0.2
COc1c(O)ccc(C2NC(=O)NC(C)=C2C(=O)Nc2ccccc2C)c1[N+](=O)[O-] (stereo unspecified)	3.1	1	1.7	-2	-9	97	2	0	21	-3.6	2.7
COc1ccc(CCNC(=O)COC(=O)c2ccc(Br)o2)cc1OC	0.7	-2	-0.2	3	1	90	-17	-4	5	-1.0	1.0
CC1(C)Cc2c(sc(NC(=O)Cc3ccccc3)c2C#N)CO1	1.9	-6	-1.3	1	-8	104	-2	-2	0	0.1	1.3
